Screening data as filed in PubChem BioAssay.
TR SRC2 fluor cs – Total Fluorescence Counterscreen for Inhibitors of the Interaction of Thyroid Hormone Receptor and Steroid Receptor Coregulator 2. Potency, µM (highest dose often 106 µM), inactives show top-dose fluorescence change, negative = quenching. TRb/SRC2 Texas Red total fluorescence interference. AID 1479, 2009. hit rate 0.29% among 280,000; active means well fitted curve in either direction with a large enough effect; inconclusive means small, poorly fitted or top-dose-only effect
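Human TRb ligand-binding domain at 0.6 uM with 20 nM Texas Red SRC2 peptide in Tris buffer containing 1 uM T3 and 5% DMSO, incubated with compound 5 h at ambient temperature. Total fluorescence (555/632 nm) calculated as parallel + 2 × perpendicular.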
aGlu spleen mod – qHTS Assay for Inhibitors and Activators of Human alpha-Glucosidase From Spleen Homogenate; Lysosomal alpha-glucosidase (Homo sapiens), P10253; hit rate 0.006% among 240,000; human spleen homogenate, 4-MU-alpha-glucoside fluorescence; Potency, µM (doses to about 79.9 µM), for inactives: at the top dose activity change, negative = inhibition, actives largely listed as inhibitors;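 further: 0% = enzyme with vehicle and -100% = no enzyme basal signal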
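Human spleen homogenate (1 ug) incubated with compounds and 1 mM 4-methylumbelliferyl-alpha-D-glucopyranoside in pH 5.0 citrate/phosphate buffer, 37 C, 40 min. Stopped at pH 10; 4-MU fluorescence (Ex 365/Em 440 nm); AC50 by Hill fit.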
GAA glycogen – qHTS Assay for Inhibitors and Activators of Human alpha-Glucosidase Cleavage of Glycogen. Lysosomal alpha-glucosidase (Homo sapiens), P10253. recombinant GAA, glycogen substrate, Amplex Red glucose oxidase fluorescence. Potency, µM (doses to about 76.4 µM), inactives show top-dose activity change, negative = inhibition, actives largely listed as inhibitors. hit rate 0.38% among 300,000. AID 2100, 2009;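 further: 0% = full enzyme reaction and -100% = no-enzyme basal signal; the screen sought inhibitors and activators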
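Recombinant human alpha-glucosidase (4 nM final) hydrolysed bovine liver glycogen (30 ug) for 40 min at 37 C in pH 5.0 citrate/phosphate with 0.01% Tween-20. Released glucose detected by glucose oxidase/Amplex Red, Ex 573/Em 610 nm. Compounds up to 77 uM; AC50 from Hill fits.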
L3MBTL1 block – qHTS Assay for the Inhibitors of L3MBTL1; Lethal(3)malignant brain tumor-like protein 1 (Homo sapiens), Q9Y468; AlphaScreen L3MBTL1–H3K9me1 peptide binding; Potency, µM (doses to about 57.1 µM), inactives show at the highest dose activity, negative = inhibition, usual class: inhibitors; hit rate 0.66% among 230,000; further: nearly all actives have a fitted effect of over 60% in size
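Displacement of a biotinylated histone H3(1-15) peptide monomethylated at Lys9 (75 nM) from L3MBTL1 (50 nM) was measured by AlphaScreen after a 30 min room-temperature compound incubation; cefsulodin titration served as intraplate control.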
RECQ1 inh – qHTS Assay for Inhibitors of RecQ-Like Dna Helicase 1 (RECQ1); ATP-dependent DNA helicase Q1 (Homo sapiens), P46063; RECQ1 DNA unwinding, red fluorescence kinetic read; Potency, µM (doses to about 57.3 µM), for inactives: at the top dose activity, negative = inhibition, most hits filed as inhibitors; hit rate 0.54% among 240,000;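 further: plate controls were vehicle for no effect and no enzyme for full effect; nearly all actives have a fitted effect of over 30% in size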
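50 nM RECQ1T1 preincubated 15 min with compound in Tris pH 8.0 buffer with MgCl2, DTT, Tween-20 and 2.5 ug/ml poly(dI-dC); started with 200 nM TAMRA/BHQ-2 forked duplex and 2 mM ATP. Unwinding read as fluorescence (525/598 nm), two reads 2 h apart.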
GAA inh – qHTS Assay for Inhibitors of Human alpha-Glucosidase as a Potential Chaperone Treatment of Pompe Disease | AID 1466, 2008 | Potency, µM (top dose mostly 76.9 µM), inactives show at the highest dose activity change, negative = inhibition, actives largely listed as inhibitors | hit rate 0.005% among 200,000 | purified human GAA, 4-MU-alpha-glucoside fluorescence | Lysosomal alpha-glucosidase (Homo sapiens), P10253;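 further: plate controls were uninhibited enzyme wells for no effect and no-enzyme background for full effect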
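Human enzyme at 4 nM with 400 uM 4-methylumbelliferyl-alpha-D-pyranoside, citrate/phosphate buffer pH 5.0, 0.005% Tween-20, 20 min at room temperature. Compounds up to 77 uM. 4-MU fluorescence (Ex 365/Em 440) read after NaOH/glycine stop; AC50 from Hill fit.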
TRb SRC2 PPI – qHTS for Inhibitors of the Interaction of Thyroid Hormone Receptor and Steroid Receptor Coregulator 2; TRbeta-SRC2 peptide binding, fluorescence polarization; receptor liganded with 1 µM T3; Potency, µM (highest dose often 106 µM), inactives show at the top dose activity change, negative = inhibition, actives largely listed as inhibitors; hit rate 0.065% among 280,000; AID 1469, 2008;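 further: plate controls were bound peptide for no effect and peptide without receptor for full effect; nearly all actives have a fitted effect of over 50% in size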
Target sequence (P10828 whole entry, looked up): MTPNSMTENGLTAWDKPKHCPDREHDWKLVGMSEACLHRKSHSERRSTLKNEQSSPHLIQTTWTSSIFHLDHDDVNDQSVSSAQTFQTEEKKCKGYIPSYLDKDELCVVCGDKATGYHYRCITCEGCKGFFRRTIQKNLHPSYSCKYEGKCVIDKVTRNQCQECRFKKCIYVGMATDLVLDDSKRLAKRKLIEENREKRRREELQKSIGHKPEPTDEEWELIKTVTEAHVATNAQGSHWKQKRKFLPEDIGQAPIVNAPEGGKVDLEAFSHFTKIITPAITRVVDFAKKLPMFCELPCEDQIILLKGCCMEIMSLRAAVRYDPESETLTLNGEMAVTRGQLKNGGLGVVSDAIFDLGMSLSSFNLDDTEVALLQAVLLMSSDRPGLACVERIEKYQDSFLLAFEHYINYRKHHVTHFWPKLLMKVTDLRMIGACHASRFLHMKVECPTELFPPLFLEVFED
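Fluorescence polarization of 20 nM Texas Red SRC2 peptide with 0.6 uM human TRb ligand-binding domain, in Tris buffer with 1uM T3 and 5% DMSO. Incubated 5 hr ambient; normalized to unbound and bound controls.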
GoLoco inh red – qHTS Assay for Inhibitors of RGS12 GoLoco Motif Activity (Red Fluorophore). Potency, µM (titrated, usually from 61.6 µM), for inactives: at the top dose activity, negative = inhibition, hits mostly inhibitors. Guanine nucleotide-binding protein G(i) subunit alpha-1 (Homo sapiens), P63096. Gai1:RGS12 GoLoco peptide FP, rhodamine, 10 min. hit rate 0.44% among 230,000; active means well fitted inhibition curve with a large enough effect, not every such curve was filed as active; inactive means no such curve, though single readings can be large or run the other way; further: nearly all actives have a fitted effect of over 30% in size; many of its hits are not listed in these tables
Target sequence (P63096 whole entry, looked up): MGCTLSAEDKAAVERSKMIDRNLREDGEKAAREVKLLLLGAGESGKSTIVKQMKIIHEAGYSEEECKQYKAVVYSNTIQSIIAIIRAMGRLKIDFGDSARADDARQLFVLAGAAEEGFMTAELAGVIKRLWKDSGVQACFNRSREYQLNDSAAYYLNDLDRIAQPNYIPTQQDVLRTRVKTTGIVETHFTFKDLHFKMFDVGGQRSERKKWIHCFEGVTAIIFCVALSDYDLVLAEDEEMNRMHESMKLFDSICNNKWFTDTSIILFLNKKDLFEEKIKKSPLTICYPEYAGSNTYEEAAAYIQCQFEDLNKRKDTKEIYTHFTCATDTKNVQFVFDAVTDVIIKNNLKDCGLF
* hit, by the source's call; i = inactive; ? = inconclusive; nt = no result given; [ ] = remark or other dose. Unless noted, the call rests on the fitted dose curve; in most records, active means well fitted curve in the direction sought with a large enough effect; inconclusive means small, poorly fitted or top-dose-only effect, or another doubt; inactive means no such curve, though single readings can be large; an effect the other way counts as inactive or inconclusive. Unless noted, on the % scale 0 is the no-effect control and ±100 the full control effect; potency means the concentration at half of the fitted maximal effect. This is a subset; count on the stated rates, not on these rows.

Screens in order: TR SRC2 fluor cs | aGlu spleen mod | GAA glycogen | L3MBTL1 block | RECQ1 inh | GAA inh | TRb SRC2 PPI | GoLoco inh red
> O=C(NCCCCc1ccccc1)C1CC(c2cccc([N+](=O)[O-])c2)=NO1 (centres undefined)
→ -7% | -2% | 1% | -4% | -7% | -7% | 8% | -30%
> O=C(Nc1cccc(C(F)(F)F)c1)c1n[nH]c(Cn2cncn2)n1
→ -6% | -3% | -1% | -2% | 2% | -1% | 0% | 1%
> Cc1cc(C)nc(N(C#N)Cc2ccc(Br)cc2)n1
→ 0% | -4% | -15% | 34%[activator][11.4 µM] | i | -4% | 7% | 13%
> Cc1cc(=O)[nH]c(SCC2COC3(CCCCC3)O2)n1 (centres undefined)
→ 2% | 0% | 3% | nt | i | -4% | -8% | 6%
> O=C(Nc1cc(C(F)(F)F)ccc1Cl)c1cc2nc3c(c(C(F)(F)F)n2n1)CCCC3
→ -3% | 2% | 1% | nt | 3% | 4% | -5% | 12%
> CC(C)(C)c1ccc(NC(=S)NCCc2ccccn2)cc1
→ -1% | 1% | 3% | -14% | 1% | 4% | 2% | 7%
> CN(C)/C=C(/C(=O)c1ccc(Cl)cc1Cl)S(=O)(=O)c1ccccc1
→ -2% | 0% | 2% | -3% | -5% | 0% | -13% | -2%
> CC(C)OP(=O)(OC(C)C)C(O)c1ccc(N(C)C)cc1 (centres undefined)
→ -2% | 2% | ? | 0% | 0% | nt | -2% | -1%
> O=C(Nc1ccccc1)OC(CN1CCCCC1)C(F)(F)F (centres undefined)
→ 1% | -14% | 15% | 2% | i | 12% | 0% | 4%
> O=C(NCc1ccccc1)C1CC2CCCC(C1)C2=O (centres undefined)
→ -10% | -3% | 1% | nt | -6% | 0% | 0% | 3%
> O=C(CCc1nc(-c2ccccc2)c(-c2ccccc2)o1)OCc1ccc(Br)cc1
→ -5% | -9% | -4% | nt | -2% | -4% | -3% | 1%
> CC(=O)Nc1ccc(NC(=O)CCC(=O)OCC(=O)c2ccc(C)c([N+](=O)[O-])c2)cc1
→ -8% | -12% | 5% | nt | 5% | 1% | 7% | 6%
> CC(C)S(=O)(=O)c1csc(NC(=O)Nc2cc(Cl)ccc2Cl)c1Cl
→ -4% | 10% | -10% | 0% | -5% | -4% | -1% | 1%
> CCCC(CCC(=O)NC1CCCCC1)C(=O)O (centres undefined)
→ -1% | -5% | -8% | 27%[11.4 µM] | -3% | -1% | -9% | 1%
> CCOc1ccccc1Nc1ncccc1C(=O)O
→ -2% | -6% | 27% | nt | -1% | 4% | -9% | -11%
> O=C(CSc1nc(-c2ccccc2Cl)ns1)Nc1ccc2c(c1)OCO2
→ 0% | -2% | -5% | -14% | -2% | 3% | -4% | 7%
> CC(O)c1ccc2c(c1)OCCOCCN(C)CCOCCO2 (centres undefined)
→ 0% | 5% | 1% | 7% | 0% | -8% | -1% | -1%
> Cc1ccc(SCc2nn(C)c(Cl)c2C=O)cc1
→ 0% | 4% | -2% | 20% | 8% | -8% | 10% | -9%
> O=C(N/N=C/c1ccccc1C(=O)O)C(=O)N1CCCCC1
→ -3% | 4% | -10% | 0% | i | 2% | 12% | 17%
> NC(=O)c1ccsc1NC(=O)COC(=O)CSc1ccc(Cl)cc1
→ -5% | -1% | 14% | -7% | -9% | -4% | 2% | -1%
> O=C(NC(=S)N(CCCCO)C1CCCCC1)c1sc2ccccc2c1Cl
→ 2% | -16% | -8% | -19% | 13% | 7% | -3% | 58%
> CC1CCN(S(=O)(=O)c2ccc3c(c2)N(CC(=O)NCc2cccnc2)C(=O)CS3)CC1
→ -4% | -4% | -1% | -6% | -13% | -2% | -4% | -15%
> C#CCNC(=O)C1=C[C@H](c2cn(C(C)=O)c3ccccc23)[C@@H](CCCO)[C@H](OCC)O1
→ -2% | 3% | 8% | 4% | -10% | nt | 2% | 6%
> COc1ccc2nc3sc(C(=O)N4CCN(C)CC4)cc3cc2c1
→ 1% | 0% | -2% | nt | 8% | 5% | 4% | 8%
> CCc1ccc(CN(C)C(=O)c2cc(COc3c(F)cccc3F)on2)cc1
→ -5% | 4% | -16% | 60%[activator] | i | 5% | -4% | 3%
> Cc1cccc(C)c1NC(=S)N(Cc1ccccc1)Cc1cccs1
→ -3% | 2% | 1% | nt | -1% | 4% | -6% | -1%
> O=C(CSc1cccc[n+]1[O-])Nc1ccccc1Oc1ccccc1
→ 3% | -5% | 8% | 40%[activator] | -4% | ? | 2% | -12%
> NC(=O)c1cc(-c2ccccc2)nc2ccc(Br)cc12
→ -2% | -3% | 4% | nt | -5% | nt | 5% | 2%
> CCOC(=O)n1n[n+]([O-])c2ccccc21
→ -1% | -7% | -10% | 6% | i | -6% | -2% | 8%
> O=C(COC(=O)Cn1cnc2ccccc2c1=O)NCc1ccccc1Cl
→ -1% | 7% | 7% | 18% | -6% | -1% | 1% | 6%
> CN(c1ccccc1)S(=O)(=O)c1ccc(C(=O)OCC(=O)N2CCOCC2)cc1
→ -1% | 1% | -8% | -14% | -10% | 1% | -25% | -31%
> Cc1cc(C)c(S(=O)(=O)c2ccccc2Cl)c(Cl)n1
→ -6% | -1% | 3% | 4% | -4% | 4% | -3% | -1%
> O=C(N/N=C/c1ccccc1O)C1(O)c2ccccc2-c2ccccc21
→ ? | 6% | -1% | 5% | -6% | 3% | 7% | 10%
> O=C(NCc1ccc2c(c1)OCO2)c1ccc(CS(=O)(=O)c2ccc(Br)cc2)o1
→ 0% | 0% | 1% | nt | -4% | ? | 9% | 1%
> Cc1sc2ncnc(OCC(=O)NC(C)C(C)C)c2c1C (centres undefined)
→ 0% | nt | 0% | -18% | i | -10% | -4% | 5%
> O=C1N(Cc2ccc3c(c2)OCO3)c2ccccc2C1(O)c1c[nH]c2ccccc12 (centres undefined)
→ 0% | 3% | -2% | -11% | -9% | -7% | 5% | -11%
> O=C(COC(=O)CCCOc1ccc(Cl)cc1Cl)NCc1ccc(F)cc1
→ 6% | 2% | -9% | 20% | -21% | -2% | 2% | -6%
> COCCNC(=O)CCCn1c(=O)c2cc(OC)c(OC)cc2n(CC(=O)Nc2ccccc2OC)c1=O
→ 0% | -3% | 5% | nt | -13% | 2% | -9% | 13%
> O=C(CSc1nnc(-c2ccc3c(c2)OCO3)o1)Nc1ncc(Cl)cc1Cl
→ 2% | 0% | 1% | -9% | 0% | -11% | -1% | 3%
> CC(Oc1ccccc1)C(=O)NNC(=O)c1cccs1 (centres undefined)
→ 4% | -6% | -5% | 9% | i | 12% | -5% | 6%

Reprinted from the listing for reference:
Screens in order: TR SRC2 fluor cs | aGlu spleen mod | GAA glycogen | L3MBTL1 block | RECQ1 inh | GAA inh | TRb SRC2 PPI | GoLoco inh red
> CN(c1ccccc1)S(=O)(=O)c1ccc(C(=O)OCC(=O)N2CCOCC2)cc1
→ -1% | 1% | -8% | -14% | -10% | 1% | -25% | -31%
> Cc1cc(C)c(S(=O)(=O)c2ccccc2Cl)c(Cl)n1
→ -6% | -1% | 3% | 4% | -4% | 4% | -3% | -1%

(listing goes on)
Screens in order: TR SRC2 fluor cs | aGlu spleen mod | GAA glycogen | L3MBTL1 block | RECQ1 inh | GAA inh | TRb SRC2 PPI | GoLoco inh red
> O=c1cc(-c2ccc(O)cc2)oc2cccc(O)c12
→ -1% | 3% | nt | nt | 0% | nt | 2% | 10%
> CCCS(=O)(=O)N1CCCC(C(=O)NC(C)c2ccc3c(c2)OCCO3)C1 (centres undefined)
→ -2% | 7% | 7% | 9% | -1% | -6% | -17% | 5%
> Cc1ccc(NC(=O)c2sc3ccccc3c2Cl)nc1
→ 3% | 3% | -3% | 10% | 1% | -2% | 4% | 3%
> COc1ccc(-n2c(SCC3OCCO3)nc3c(sc(=S)n3-c3ccccc3)c2=O)cc1OC
→ 0% | 1% | 2% | nt | -9% | -16% | -13% | 5%
> CCOC(=O)Cc1nn(Cc2ccccc2)c(=O)c2ccccc12
→ -1% | -3% | -6% | 4% | i | -5% | 1% | -7%
> O=C(CCCNS(=O)(=O)c1cccc2nsnc12)NC1CCCCC1
→ -6% | 3% | 6% | 13% | i | 2% | 5% | nt
> O=c1oc2ccccc2c(NCCO)c1[N+](=O)[O-]
→ 0% | 3% | 3% | 10% | i | -6% | 3% | 12%
> Nc1nc2n(n1)C(=O)CC(c1ccccc1)N2 (centres undefined)
→ 1% | -17% | -13% | nt | -3% | -12% | 7% | 3%
> Cc1ccccc1-c1nc(CSc2nc3c(c(=O)[nH]2)CCC3)c(C)o1
→ 0% | 5% | -2% | -4% | -27% | 4% | 0% | -10%
> CC(O)C(NC=C1C(=O)OC(C)(C)OC1=O)C(=O)O (centres undefined)
→ -3% | 6% | 1% | nt | 2% | 3% | -6% | -17%
> COCc1cc(C)nc(Nc2ccccc2C)c1C#N
→ -1% | 8% | 15% | nt | 12% | -6% | -21% | 4%
> O=C(COc1ccccc1)NCC(=O)N/N=C/c1ccccc1
→ -2%[53 µM] | 3% | -11% | -1% | i | 3% | 7%[53 µM] | -10%
> CSc1ccc(C=O)cc1
→ -2% | 13% | nt | -4% | -6% | nt | 6% | 17%
> Cn1c(N)c(C(=O)COC(=O)CSc2ccc3ccccc3c2)c(=O)n(C)c1=O
→ -3% | -12% | 0% | -1% | 9% | ? | -5% | 2%
> CC(O)CN(Cc1ccc(Cl)cc1)CC(C)O (centres undefined)
→ -2% | -3% | 2% | 1% | i | 2% | -6% | 5%
